BioA inh: BioA (M. tuberculosis) enzyme inhibition; purified M. tuberculosis BioA enzyme, plate reader; hit rate 0.096% among 360,000; inhibition, % at 9.99 µM; AID 602481; in the data active means inhibition above about 40%
The depositor's hits bear a star; & = joins results of further samples. An excerpt. The share of hits here may be higher or lower than overall.

SMILES	BioA inh
C[C@H]1CN([C@@H](C)CO)S(=O)(=O)c2ccc(C3=CCCC3)cc2O[C@H]1CN(C)Cc1cccc(C(=O)O)c1	-1.2
C[C@@H]1CN([C@H](C)CO)C(=O)c2cc(NC(=O)c3ccncc3)ccc2O[C@H]1CN(C)Cc1ccc(-c2ccccc2)cc1	-5.4
O=C(NC1CCCC1)[C@H]1[C@H](CO)[C@H]2Cn3c(ccc(C4=CCCC4)c3=O)[C@@H]1N2CC1CC1	-0.1
O=C(C[C@@H]1C[C@H]2c3cc(NC(=O)CC4CC4)ccc3O[C@H]2[C@@H](CO)O1)NCc1ccccn1	-0.1
CN(C)CC(=O)Nc1ccc2c(c1)[C@@H]1C[C@@H](CC(=O)NCc3cc(F)ccc3F)O[C@@H](CO)[C@@H]1O2	-0.3
C[C@@H]1CCCCO[C@@H](CN(C)C(=O)Nc2ccc(F)cc2)[C@@H](C)CN([C@H](C)CO)C(=O)c2cc(NC(=O)CCC(F)(F)F)ccc2O1	-2.6
COc1ccc(S(=O)(=O)N2CC[C@H]3[C@@H](CO)N(C)c4ccc(-c5ccccc5F)cc4[C@H]32)cc1	-2.5
C[C@@H]1CN([C@H](C)CO)C(=O)c2cccc(NC(=O)Nc3ccc(C(F)(F)F)cc3)c2O[C@@H]1CN(C)Cc1ccccc1	-3.2
CN1C(=O)c2cc(NC(=O)C3CCOCC3)ccc2OC[C@H]2O[C@@H](CC(=O)NCC3CCCCC3)CC[C@@H]21	-2.9
Cc1ccc(S(=O)(=O)N2C[C@H](O)COC[C@H]3O[C@@H](CC(=O)N[C@H]4CCN(Cc5ccccc5)C4)CC[C@@H]32)cc1	0.4
COc1ccc(S(=O)(=O)N(C)C[C@@H]2OCCCC[C@@H](C)Oc3ccc(NS(=O)(=O)c4ccc(F)cc4)cc3C(=O)N([C@H](C)CO)C[C@H]2C)cc1	-1.2
CCCN1C[C@H](C)[C@@H](OC)CN(C)C(=O)c2cc(NC(=O)c3ccc(F)cc3)ccc2OC[C@H]1C	-0.9
C[C@H](CO)N1C[C@H](C)[C@@H](CN(C)Cc2ccc(Oc3ccccc3)cc2)Oc2ccc(NC(=O)C3CC3)cc2C1=O	-0.4
CNC[C@H]1OCCCC[C@H](C)Oc2ccc(NS(=O)(=O)c3cn(C)cn3)cc2C(=O)N([C@@H](C)CO)C[C@@H]1C	-9.3
Cc1noc(C)c1NC(=O)N(C)C[C@@H]1Oc2ccc(NC(=O)Cc3cn(C)c4ccccc34)cc2CC(=O)N([C@H](C)CO)C[C@H]1C	-2.5
CCC(=O)N(C)C[C@H]1Oc2cc(-c3ccncc3)ccc2S(=O)(=O)N([C@@H](C)CO)C[C@H]1C	-1.4
C[C@H]1CN([C@@H](C)CO)C(=O)c2cc(C#Cc3ccccc3)cnc2O[C@H]1CN(C)S(=O)(=O)c1ccccc1F	-0.2
CO[C@H]1CN(C)C(=O)c2ccc(NC(=O)Cc3ccccc3)cc2OC[C@@H](C)N(C(C)=O)C[C@@H]1C	0.2
COCc1cn(CC[C@H]2CC[C@H](NC(=O)c3ccc(F)cc3)[C@H](CO)O2)nn1	2.5
COc1ccc(CN(C)C[C@@H]2OCCCC[C@@H](C)Oc3ccc(NC(=O)Cc4ccccc4)cc3C(=O)N([C@@H](C)CO)C[C@H]2C)cc1	3.1
C[C@@H]1CN([C@@H](C)CO)C(=O)c2cc(NC(=O)CCC(F)(F)F)ccc2O[C@@H](C)CCCCO[C@H]1CN(C)S(=O)(=O)c1ccc(F)cc1	-4.9
C/C=C/c1ccc([C@H]2[C@@H](CO)N(C(=O)c3cccnc3)[C@H]2C#N)cc1	3.4
CCCNC(=O)N(C)C[C@H]1Oc2ncc(C#C[C@@H](C)O)cc2C(=O)N([C@@H](C)CO)C[C@@H]1C	-0.4
C[C@H](CO)N1C[C@H](C)[C@H](CN(C)Cc2ccccc2)Oc2ncc(-c3ccccc3)cc2C1=O	0.6&-2.6
COc1cccc(S(=O)(=O)N[C@H]2CC[C@@H](CCNC(=O)Cc3ccncc3)O[C@H]2CO)c1	-2.1

Part of the list above in order of molecular weight, smallest number first.
SMILES	BioA inh
CCCNC(=O)N(C)C[C@H]1Oc2ncc(C#C[C@@H](C)O)cc2C(=O)N([C@@H](C)CO)C[C@@H]1C	-0.4
O=C(C[C@@H]1C[C@H]2c3cc(NC(=O)CC4CC4)ccc3O[C@H]2[C@@H](CO)O1)NCc1ccccn1	-0.1
COc1ccc(CN(C)C[C@@H]2OCCCC[C@@H](C)Oc3ccc(NC(=O)Cc4ccccc4)cc3C(=O)N([C@@H](C)CO)C[C@H]2C)cc1	3.1

The main list resumes, starting 2 compounds before the break.
SMILES	BioA inh
C[C@H](CO)N1C[C@H](C)[C@H](CN(C)Cc2ccccc2)Oc2ncc(-c3ccccc3)cc2C1=O	0.6&-2.6
COc1cccc(S(=O)(=O)N[C@H]2CC[C@@H](CCNC(=O)Cc3ccncc3)O[C@H]2CO)c1	-2.1
C[C@@H]1CN([C@@H](C)CO)C(=O)c2cccc(NC(=O)C3CCCCC3)c2O[C@@H]1CN(C)Cc1ccc(C(F)(F)F)cc1	2.5
CO[C@H]1CN(C)C(=O)c2cc(NC(C)=O)ccc2OC[C@H](C)N(C(=O)CC2CC2)C[C@H]1C	0.6
O=C(C[C@@H]1CC[C@@H]2[C@H](COC[C@@H](O)CN2C(=O)c2ccccc2)O1)N1CCOCC1	-2.6
C[C@H](CO)N1C[C@H](C)[C@@H](CN(C)C(=O)Nc2ccc(F)cc2)Oc2ccc(NC(=O)Nc3cccc4ccccc34)cc2C1=O	-6.0
CCNC(=O)[C@H]1[C@H](CO)[C@H]2Cn3c(ccc(/C=C/c4ccccc4)c3=O)[C@@H]1N2	-2.9
CCCN(C)C[C@H]1Oc2cc(-c3cncnc3)ccc2S(=O)(=O)N([C@@H](C)CO)C[C@H]1C	2.0
O=C(Cc1ccccn1)N1CCCCN2[C@@H](CO)[C@@H](c3ccc(-c4ccc(F)cc4)cc3)[C@@H]2C1	2.1
C[C@H]1CN([C@@H](C)CO)C(=O)c2cccc(NC(=O)C3CCOCC3)c2O[C@@H]1CN(C)CC1CCCCC1	-0.5
O=C(N[C@H]1CC[C@H](CCNS(=O)(=O)c2ccc(F)cc2)O[C@H]1CO)c1cnccn1	3.2
COc1ccc(NC(=O)N(C)C[C@H]2OCCCC[C@@H](C)Oc3ccc(NC(=O)Nc4ccc(C(F)(F)F)cc4)cc3C(=O)N([C@H](C)CO)C[C@H]2C)cc1	-3.5
CN1C(=O)c2cc(NS(=O)(=O)c3ccc(Cl)cc3)ccc2OC[C@H]2O[C@@H](CC(=O)O)CC[C@H]21	-0.7
CO[C@@H]1CN(C)C(=O)c2cc(NC(=O)c3cc(C)on3)ccc2OC[C@H](C)N(C(C)=O)C[C@H]1C	3.1
C[C@@H]1CCCCO[C@H](CN(C)S(=O)(=O)c2cccs2)[C@H](C)CN([C@H](C)CO)C(=O)c2cc(NC(=O)Nc3ccccc3)ccc2O1	-1.6
CN1[C@@H]2c3ccc(-c4ccncc4)c(=O)n3C[C@H]1[C@H](CO)[C@H]2C(=O)NC1CCCCC1	-1.2
C[C@H]1CN([C@@H](C)CO)C(=O)c2cccc(NC(=O)C3CC3)c2O[C@@H]1CN(C)S(=O)(=O)c1ccc(F)cc1	-0.1
CNC[C@H]1OCCCC[C@H](C)Oc2ccc(NS(=O)(=O)c3cn(C)cn3)cc2C(=O)N([C@H](C)CO)C[C@@H]1C	-4.0
COCC#Cc1ccc2c(c1)O[C@@H](CN(C)S(C)(=O)=O)[C@@H](C)CN([C@@H](C)CO)S2(=O)=O	-1.7
CO[C@@H]1CN(C)C(=O)c2ccc(NC(=O)Cc3ccccc3)cc2OC[C@H](C)N(C(=O)c2ccccc2F)C[C@H]1C	0.6
COc1ccc(S(=O)(=O)Nc2cccc3c2O[C@@H](CN(C)S(=O)(=O)c2ccc(C)cc2)[C@H](C)CN([C@H](C)CO)C3=O)cc1	-3.3
O=C(C[C@@H]1CC[C@H]2[C@@H](COC[C@H](O)CN2Cc2cc(F)ccc2F)O1)NCc1ccc(F)cc1	1.6
C[C@@H](O)C#Cc1cnc2c(c1)C(=O)N([C@@H](C)CO)C[C@H](C)[C@@H](CN(C)C(=O)CC1CC1)O2	-1.7
CCCNC(=O)C[C@@H]1CC[C@@H]2[C@H](COC[C@@H](O)CN2C(=O)c2ccccn2)O1	-3.9
Cc1noc(C)c1NC(=O)Nc1ccc2c(c1)C(=O)N([C@@H](C)CO)C[C@@H](C)[C@@H](CN(C)C(=O)Nc1c(C)noc1C)OCCCC[C@@H](C)O2	9.4
CC(C)C#Cc1cnc2c(c1)C(=O)N([C@@H](C)CO)C[C@@H](C)[C@@H](CN(C)Cc1ccccc1F)O2	2.6
CN(C[C@H]1[C@H](c2ccccc2)[C@@H](CO)N1C(=O)c1ccccc1)C(=O)C1CC1	1.0

3 records picked at random from those above, as already listed:
SMILES	BioA inh
C[C@@H]1CN([C@@H](C)CO)C(=O)c2cccc(NC(=O)C3CCCCC3)c2O[C@@H]1CN(C)Cc1ccc(C(F)(F)F)cc1	2.5
CC(C)C#Cc1cnc2c(c1)C(=O)N([C@@H](C)CO)C[C@@H](C)[C@@H](CN(C)Cc1ccccc1F)O2	2.6
CCNC(=O)[C@H]1[C@H](CO)[C@H]2Cn3c(ccc(/C=C/c4ccccc4)c3=O)[C@@H]1N2	-2.9

(list continues)
SMILES	BioA inh
CNC[C@H]1OCCCC[C@H](C)Oc2ccc(NS(=O)(=O)c3ccc(OC)cc3)cc2C(=O)N([C@@H](C)CO)C[C@H]1C	-2.4
CC(=O)N(C)C[C@H]1Oc2ncc(-c3cncnc3)cc2C(=O)N([C@@H](C)CO)C[C@H]1C	-1.0
CO[C@H](CN(C)S(=O)(=O)c1ccc(C)cc1)[C@@H](C)CN(Cc1ccccc1Cl)[C@@H](C)CO	1.2
N#C[C@@H]1[C@@H](c2ccc(C3=CCCCC3)cc2)[C@H](CO)N1C(=O)c1cccc(F)c1	0.8
C[C@@H]1CN([C@H](C)CO)S(=O)(=O)c2ccc(C#CC3CCCC3)cc2O[C@@H]1CN(C)Cc1cccnc1	-5.8
CNC[C@@H]1Oc2ccc(NS(C)(=O)=O)cc2CC(=O)N([C@@H](C)CO)C[C@@H]1C	-2.1
CN(C)CC#Cc1ccc([C@@H]2[C@@H](CO)N3CCCCN(S(=O)(=O)c4ccccc4F)C[C@@H]23)cc1	5.6
Cc1noc(C)c1S(=O)(=O)Nc1ccc2c(c1)CC(=O)N([C@H](C)CO)C[C@H](C)[C@H](CN(C)C)O2	-1.0
CC(C)NC(=O)Nc1cccc2c1O[C@H](CN(C)C(=O)Nc1ccc3c(c1)OCO3)[C@@H](C)CN([C@@H](C)CO)C2=O	0.2
O=C(Cc1cccnc1)N1CCCCN2[C@H](CO)[C@@H](c3ccc(C#CC4(O)CCCC4)cc3)[C@@H]2C1	-2.9
Cc1ccccc1-c1ccc2c(c1)O[C@@H](CN(C)C)[C@@H](C)CN([C@H](C)CO)S2(=O)=O	-0.2
Cc1noc(C)c1NC(=O)N(C)C[C@H]1Oc2c(NS(=O)(=O)c3c(C)noc3C)cccc2C(=O)N([C@H](C)CO)C[C@H]1C	-0.8
CO[C@@H]1CN(C)C(=O)c2ccc(NS(C)(=O)=O)cc2OC[C@H](C)N(C(=O)c2ccc3c(c2)OCO3)C[C@H]1C	-2.5
COC(=O)C[C@H]1C[C@@H]2c3cc(NC(=O)CN(C)C)ccc3O[C@@H]2[C@@H](CO)O1	-1.2
CO[C@@H]1CN(C)C(=O)c2ccc(NC(=O)C3CCOCC3)cc2OC[C@@H](C)NC[C@H]1C	-7.5
Cc1ccccc1S(=O)(=O)N1[C@H](C#N)[C@H](c2ccc(-c3ccccc3)cc2)[C@@H]1CO	-1.5
COc1cccc(-c2cnc3c(c2)C(=O)N([C@H](C)CO)C[C@@H](C)[C@@H](CN(C)C(C)=O)O3)c1	-1.3
O=C(C[C@H]1C[C@H]2c3cc(NC(=O)Nc4ccc(C(F)(F)F)cc4)ccc3O[C@H]2[C@H](CO)O1)NCc1cc(F)ccc1F	-2.7
CCCNC(=O)Nc1ccc2c(c1)C(=O)N(C)C[C@@H](OC)[C@@H](C)CN(Cc1cccnc1)[C@@H](C)CO2	3.0
COc1ccc([Si](C)(C)[C@H]2[C@H](CCO)O[C@@]3(C(=O)N4c5c(cc(OC)cc53)C(C)=CC4(C)C)[C@@H]2C)cc1	-0.6
O=C(C[C@@H]1CC[C@H]2[C@@H](COC[C@H](O)CN2Cc2ccccc2)O1)NCc1ccccc1Cl	0.3
C[C@@H]1CN([C@H](C)CO)C(=O)c2cc(NC(=O)Cc3ccccc3)ccc2O[C@H]1CN(C)Cc1ccc(C(F)(F)F)cc1	0.9
C[C@H]1CN([C@@H](C)CO)C(=O)c2cc(C#CCN(C)C)cnc2O[C@@H]1CN(C)S(=O)(=O)c1ccccc1	0.5
C[C@@H]1CCCCO[C@H](CN(C)S(C)(=O)=O)[C@H](C)CN([C@@H](C)CO)C(=O)c2cc(NC(=O)Nc3ccccc3)ccc2O1	1.2
O=C(C[C@H]1CC[C@@H](NC(=O)C2CCC2)[C@H](CO)O1)Nc1nccs1	-1.2

Remaining list, next part.
SMILES	BioA inh
CNC(=O)C[C@H]1CC[C@@H]2[C@H](COc3ccc(NC(=O)Nc4ccc(F)c(F)c4)cc3C(=O)N2C)O1	29.4
C[C@@H]1CN([C@@H](C)CO)C(=O)c2cc(NS(=O)(=O)c3cn(C)cn3)ccc2O[C@@H](C)CCCCO[C@@H]1CN(C)CC1CCCCC1	2.5
CCS(=O)(=O)N(C)C[C@@H]1OCc2ccccc2-c2c(n(C)c3ccccc23)C(=O)N([C@@H](C)CO)C[C@@H]1C	-0.4
CCS(=O)(=O)Nc1ccc2c(c1)C(=O)N(C)[C@@H]1CC[C@H](CC(=O)N3CCN(C)CC3)O[C@H]1CO2	-3.6
C[C@@H]1CN([C@@H](C)CO)C(=O)c2cc(NC(=O)NC3CCCCC3)ccc2O[C@@H](C)CCCCO[C@@H]1CN(C)C(=O)c1ccncc1	-0.3
COc1ccccc1C#Cc1cnc2c(c1)C(=O)N([C@H](C)CO)C[C@@H](C)[C@@H](CN(C)C)O2	2.3

In another format: results already given
CCS(=O)(=O)Nc1ccc2c(c1)C(=O)N(C)[C@@H]1CC[C@H](CC(=O)N3CCN(C)CC3)O[C@H]1CO2
  BioA inh: -3.6
C[C@@H]1CN([C@@H](C)CO)C(=O)c2cc(NC(=O)NC3CCCCC3)ccc2O[C@@H](C)CCCCO[C@@H]1CN(C)C(=O)c1ccncc1
  BioA inh: -0.3

High-throughput results (PubChem)
